Screening results deposited in PubChem BioAssay by Broad Institute.
EZH2 inh – EZH2 (human) methyltransferase inhibition | Q15910 | PRC2 H3K27 methylation, DELFIA TRF, 1 h | inhibition, % at 12.5 µM | 57,000 compounds, 0.35% hits | AID 651548;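 active = mean inhibition of replicates at least 50% and every single replicate also reaching 50%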;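 note: dimethyl H3K27 on biotinylated H3 21-44 peptide detected by antibody; plate controls were median neutral control wells for no effect and median positive control wells for full effect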
Target sequence (Q15910 whole entry, looked up): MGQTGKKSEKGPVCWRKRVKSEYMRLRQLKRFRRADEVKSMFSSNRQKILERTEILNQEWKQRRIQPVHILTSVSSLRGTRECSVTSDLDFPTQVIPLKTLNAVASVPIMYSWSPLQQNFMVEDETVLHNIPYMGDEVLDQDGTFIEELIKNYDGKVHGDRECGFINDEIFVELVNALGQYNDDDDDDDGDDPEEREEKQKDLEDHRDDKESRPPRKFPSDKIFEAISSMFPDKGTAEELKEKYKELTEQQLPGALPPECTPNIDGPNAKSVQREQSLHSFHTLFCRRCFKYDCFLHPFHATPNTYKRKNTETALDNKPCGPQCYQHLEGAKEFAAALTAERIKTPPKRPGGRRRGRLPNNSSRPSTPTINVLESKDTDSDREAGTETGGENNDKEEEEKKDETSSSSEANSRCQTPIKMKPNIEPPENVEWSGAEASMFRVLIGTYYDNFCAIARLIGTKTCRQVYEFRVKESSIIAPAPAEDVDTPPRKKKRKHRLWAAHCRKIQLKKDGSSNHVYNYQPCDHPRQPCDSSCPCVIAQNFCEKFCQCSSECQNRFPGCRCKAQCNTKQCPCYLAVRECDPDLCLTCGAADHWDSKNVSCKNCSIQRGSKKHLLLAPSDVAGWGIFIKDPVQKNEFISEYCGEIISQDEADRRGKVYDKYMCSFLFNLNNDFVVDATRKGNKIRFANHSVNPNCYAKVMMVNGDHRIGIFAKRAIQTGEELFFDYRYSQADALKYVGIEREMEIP
IDH1 R132H inh – IDH1 R132H (human) inhibition. O75874. inhibition, % at 10 µM. IDH1 R132H reductase, diaphorase/resazurin fluorescence, 60 min. 70,000 compounds, 0.18% hits. AID 624101; in the data active = inhibition above about 34%;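 note: 0% = DMSO and 100% = no enzyme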
An asterisk follows results filed as active; / = no result given.

SMILES	EZH2 inh	IDH1 R132H inh
Cc1noc(C)c1NC(=O)N(C)C[C@@H]1Oc2ccc(NS(=O)(=O)c3ccccc3)cc2CC(=O)N([C@H](C)CO)C[C@H]1C	/	0.0
C[C@H]1CN([C@@H](C)CO)C(=O)c2cc(NS(=O)(=O)c3ccc(Cl)cc3)ccc2O[C@@H]1CN(C)S(=O)(=O)c1cn(C)cn1	/	-0.8
CO[C@H]1CN(C)C(=O)c2cc(NC(=O)NC(C)C)ccc2OC[C@@H](C)N(CC2CC2)C[C@@H]1C	0	0.1
C[C@@H]1CN([C@@H](C)CO)C(=O)c2cc(C#CC3(O)CCCC3)cnc2O[C@@H]1CN(C)C(=O)CN(C)C	-5	-0.1
CCS(=O)(=O)Nc1ccc2c(c1)C(=O)N(C)C[C@@H](OC)[C@H](C)CN(C(C)=O)[C@@H](C)CO2	5	0.0
C[C@@H]1CCCCO[C@H](CN(C)C(=O)CCCN(C)C)[C@@H](C)CN([C@H](C)CO)C(=O)c2cc(NC(=O)Cc3ccccc3)ccc2O1	/	-2.3
COCC(=O)N(C)C[C@H]1Oc2cc(C#CCC3CCCC3)ccc2S(=O)(=O)N([C@H](C)CO)C[C@H]1C	-1	-4.5
C[C@H](CO)N1C[C@H](C)[C@H](CN(C)Cc2ccc(C(F)(F)F)cc2)Oc2c(NS(=O)(=O)c3ccc(Cl)cc3)cccc2C1=O	/	0.6
C[C@@H]1CN([C@@H](C)CO)C(=O)c2cc(/C=C/c3ccccc3)cnc2O[C@H]1CN(C)C(=O)C1CCCCC1	-13	-2.7
O=C(N/N=C/c1cccnc1Br)c1ccccc1O	-5	/

3 of the compounds above, with each value named.
> O=C(N/N=C/c1cccnc1Br)c1ccccc1O
- EZH2 inh = -5
- IDH1 R132H inh = /

> Cc1noc(C)c1NC(=O)N(C)C[C@@H]1Oc2ccc(NS(=O)(=O)c3ccccc3)cc2CC(=O)N([C@H](C)CO)C[C@H]1C
- EZH2 inh = /
- IDH1 R132H inh = 0.0

> C[C@@H]1CN([C@@H](C)CO)C(=O)c2cc(C#CC3(O)CCCC3)cnc2O[C@@H]1CN(C)C(=O)CN(C)C
- EZH2 inh = -5
- IDH1 R132H inh = -0.1

Continued:
SMILES	EZH2 inh	IDH1 R132H inh
O=C(C[C@H]1C[C@@H]2c3cc(NC(=O)Nc4ccccc4)ccc3O[C@@H]2[C@H](CO)O1)NCC1CC1	19	0.0
COCC(=O)Nc1ccc2c(c1)OC[C@@H](C)N(Cc1ccccc1)C[C@H](C)[C@@H](OC)CN(C)C2=O	0	-0.1
O=C(CCCCC(=O)NN=C1CCCCCC1)NO	5	-0.1
C[C@@H]1CN([C@@H](C)CO)C(=O)c2cccc(NS(C)(=O)=O)c2O[C@@H]1CN(C)C(=O)Nc1ccccc1	5	-2.4
O=C(CCN1CCCCC1)N[C@H]1CC[C@@H](CCNC(=O)c2cc(Cl)cc(Cl)c2)O[C@@H]1CO	-2	0.0
C[C@@H]1CN([C@H](C)CO)C(=O)c2cc(NC(=O)CCC(F)(F)F)ccc2O[C@@H](C)CCCCO[C@@H]1CN(C)S(C)(=O)=O	5	/
COc1ccc2nc(/N=C(/N)NC(=O)N3c4ccccc4Sc4ccccc43)nc(C)c2c1	-11	-1.3
COc1cccc(NC(=O)N[C@@H]2CC[C@@H](CC(=O)Nc3ccc(-c4ccccc4)cc3)O[C@H]2CO)c1	-12	-0.3
COc1ccc(CN(C)C[C@H]2Oc3ccc(NC(=O)CCCCCC(=O)Nc4ccccc4N)cc3CC(=O)N([C@H](C)CO)C[C@H]2C)cc1	-27	0.7
O=C(CSc1nc2sc3c(c2c(=O)n1Cc1ccco1)CCC3)c1cc(Cl)sc1Cl	-2	0.0
CCCN(C)C[C@@H]1OCCCC[C@@H](C)Oc2ccc(NC(=O)Nc3ccccc3)cc2C(=O)N([C@H](C)CO)C[C@@H]1C	0	2.6
Cc1ccc(CN(C)C[C@H]2OCc3cnnn3CCCC(=O)N([C@@H](C)CO)C[C@@H]2C)cc1	/	0.3
COC(=O)CCCCCCC(=O)N/N=C/c1ccc(O)c2ccccc12	-5	-0.3
COc1ccc(C(=O)Nc2sc3c(c2C(N)=O)CCCC3)cc1OC	-10	-0.6
CN(C)CC(=O)N[C@@H]1CC[C@@H](CCNC(=O)Nc2ccc(C(F)(F)F)cc2)O[C@@H]1CO	-15	0.1
CO[C@@H]1CN(C)C(=O)c2cc(NC(=O)c3cnccn3)ccc2OC[C@H](C)N(C(=O)C2CC2)C[C@H]1C	1	-0.3
O=C1CSC(c2cccc([N+](=O)[O-])c2)N1c1ccccc1 (stereo unspecified)	-2	/
CC(C)C#Cc1ccc2c(c1)O[C@@H](CN(C)C(=O)c1cccnc1)[C@@H](C)CN([C@@H](C)CO)S2(=O)=O	-2	5.2
O=C(C[C@H]1C[C@H]2c3cc(NC(=O)Nc4ccccc4)ccc3O[C@H]2[C@H](CO)O1)NCC1CC1	14	-0.1
COCC(=O)Nc1ccc2c(c1)OC[C@H](C)N(Cc1ccccn1)C[C@H](C)[C@@H](OC)CN(C)C2=O	9	0.2
C[C@@H]1CN([C@@H](C)CO)C(=O)c2cc(-c3ccc(F)cc3)cnc2O[C@@H]1CN(C)Cc1ccc(C(=O)O)cc1	-24	0.3
C[C@@H]1CN([C@@H](C)CO)C(=O)c2cc(NC(=O)CCC(F)(F)F)ccc2O[C@@H](C)CCCCO[C@H]1CN(C)C(=O)Nc1ccccc1	/	2.1
C[C@H]1CN([C@@H](C)CO)C(=O)c2cccc(NC(=O)C3CC3)c2O[C@@H]1CN(C)C(=O)NC1CCCCC1	8	3.7
COCC(=O)N1C[C@@H](C)[C@H](OC)CN(C)C(=O)c2ccc(NC(=O)NC(C)C)cc2OC[C@H]1C	7	-0.2
O=C(C[C@@H]1C=C[C@@H](NC(=O)C2CC2)[C@@H](CO)O1)Nc1nccs1	1	-0.1
O=C(C[C@@H]1C[C@@H]2c3cc(NC(=O)NC4CCCC4)ccc3O[C@@H]2[C@H](CO)O1)NCc1cccc(F)c1	-11	0.0
COc1ccc(S(=O)(=O)Nc2ccc3c(c2)C(=O)N([C@H](C)CO)C[C@@H](C)[C@@H](CN(C)S(=O)(=O)c2cn(C)cn2)OCCCC[C@H](C)O3)cc1	/	-16
COC(=O)c1ccccc1NC(=O)CSc1nc(-c2ccc(F)cc2)cs1	/	0.6
COCC(=O)Nc1ccc2c(c1)[C@H]1C[C@@H](CC(=O)N(C)C)O[C@@H](CO)[C@H]1O2	0	-1.7
CCCNC(=O)N(C)C[C@H]1Oc2ncc(C#C[C@@H](C)O)cc2C(=O)N([C@H](C)CO)C[C@H]1C	-9	-1.6
COc1cccc(CNC(=O)C[C@@H]2CC[C@H](NC(=O)C3CCOCC3)[C@H](CO)O2)c1	3	-0.2
O=C(N[C@H]1CC[C@H](CCn2cc(-c3ccccn3)nn2)O[C@H]1CO)c1ccc(F)cc1	-3	-0.6
COc1ccc(NC(=O)N(C)C[C@H]2Oc3cc(C#CCN(C)C)ccc3S(=O)(=O)N([C@H](C)CO)C[C@@H]2C)cc1	/	-3.7
COc1ccc(S(=O)(=O)Nc2cccc3c2O[C@@H](CN(C)C(=O)Nc2c(C)noc2C)[C@@H](C)CN([C@H](C)CO)C3=O)cc1	/	-0.9
Cc1ccc(-c2cnc3c(c2)C(=O)N([C@H](C)CO)C[C@@H](C)[C@H](CN(C)C(=O)c2cccc(F)c2)O3)cc1	-34	-0.4
C[C@@H]1CN([C@@H](C)CO)C(=O)c2cc(-c3cccc(F)c3)cnc2O[C@@H]1CN(C)S(=O)(=O)c1cccc(F)c1	5	-7.0
NS(=O)(=O)c1ccc(CNC(=O)c2cc(-c3ccccn3)nc3ccc(Cl)cc23)cc1	-27	-0.6
O=C(C[C@@H]1C[C@@H]2c3cc(NS(=O)(=O)c4ccc(F)cc4)ccc3O[C@@H]2[C@@H](CO)O1)NCc1cc(F)ccc1F	-1	-1.5
C[C@H]1CN([C@@H](C)CO)C(=O)Cc2cc(NC(=O)Cc3ccccc3)ccc2O[C@@H]1CN(C)CC1CCCCC1	-35	0.3
COc1ccc(NC(=S)NCCc2ccccc2OC)c(OC)c1	1	0.0
COCC(=O)N(C)C[C@@H]1Oc2ncc(-c3ccc(F)cc3)cc2C(=O)N([C@@H](C)CO)C[C@@H]1C	-6	-0.1
CC(C)NC(=O)Nc1ccc2c(c1)CC(=O)N([C@H](C)CO)C[C@@H](C)[C@H](CN(C)C(=O)Nc1ccccc1)O2	5	-0.1
O=C(Nc1ccc2c(c1)[C@@H]1C[C@@H](CC(=O)N3CCc4ccccc4C3)O[C@H](CO)[C@@H]1O2)c1cccnc1	7	0.0
O=C(N[C@H]1CC[C@@H](CCNC(=O)c2ccccc2F)O[C@@H]1CO)c1cnccn1	7	0.4
C[C@H]1CN([C@@H](C)CO)C(=O)c2cc(C3=CCCC3)cnc2O[C@H]1CN(C)Cc1ccccc1C(=O)O	/	0.0
C[C@@H]1CN([C@H](C)CO)C(=O)c2cc(C#Cc3ccccc3F)cnc2O[C@H]1CN(C)C(=O)C1CCOCC1	/	-0.1
C[C@@H]1CN([C@@H](C)CO)C(=O)Cc2cc(NC(=O)Cc3ccccc3)ccc2O[C@@H]1CN(C)S(=O)(=O)c1ccccc1	-8	1.1
COCC(=O)Nc1ccc2c(c1)OC[C@H](C)N(C(=O)c1ccccc1)C[C@H](C)[C@H](OC)CN(C)C2=O	9	0.2
CCCNC(=O)Nc1ccc2c(c1)C(=O)N(C)C[C@H](OC)[C@@H](C)CN(Cc1cccnc1)[C@H](C)CO2	-4	-0.2
COc1ccc(NC(=O)Nc2ccc3c(c2)[C@@H]2C[C@@H](CC(=O)NCCc4ccccc4)O[C@@H](CO)[C@@H]2O3)cc1	-7	0.5
Remaining list, next part
SMILES	EZH2 inh	IDH1 R132H inh
COc1ccc(CN(C)C[C@@H]2Oc3ccc(NC(=O)CCC(F)(F)F)cc3CC(=O)N([C@H](C)CO)C[C@@H]2C)cc1	7	/
C[C@H](CO)N1C[C@H](C)[C@H](CN(C)C(=O)Nc2ccc3c(c2)OCO3)Oc2c(NC(=O)C3CCOCC3)cccc2C1=O	0	0.8
COCC(=O)Nc1ccc2c(c1)C(=O)N(C)C[C@@H](OC)[C@@H](C)CN(C(=O)CC1CC1)[C@@H](C)CO2	0	0.3
COc1ccc(S(=O)(=O)Nc2cccc3c2O[C@@H](CN(C)S(=O)(=O)c2ccc(F)cc2)[C@H](C)CN([C@@H](C)CO)C3=O)cc1	/	-0.8
Cc1noc(C)c1NC(=O)N[C@@H]1CC[C@H](CCNC(=O)C2CCCCC2)O[C@H]1CO	-4	0.1
O=C(C[C@@H]1C=C[C@H](NS(=O)(=O)c2cccc(F)c2)[C@H](CO)O1)N1CCCCC1	14	0.2
Cc1noc(C)c1NC(=O)N(C)C[C@@H]1Oc2c(NC(=O)C3CC3)cccc2C(=O)N([C@@H](C)CO)C[C@@H]1C	/	0.9
CC(C)NC(=O)N(C)C[C@H]1Oc2c(NC(=O)C3CCCCC3)cccc2C(=O)N([C@H](C)CO)C[C@@H]1C	0	/
C[C@@H]1CN([C@@H](C)CO)C(=O)c2cc(C#Cc3ccccc3)cnc2O[C@@H]1CN(C)C(=O)c1ccccc1F	-12	/
C[C@@H]1CC[C@]2(C)[C@H](CC[C@@H](O)[C@]2(C)O)[C@@]1(C)CC/C(=C/CO)CO	87*	0.5

Single records, as listed above. Screens in order: EZH2 inh	IDH1 R132H inh
`COc1ccc(CN(C)C[C@@H]2Oc3ccc(NC(=O)CCC(F)(F)F)cc3CC(=O)N([C@H](C)CO)C[C@@H]2C)cc1` in the list: 7	/
`C[C@@H]1CN([C@@H](C)CO)C(=O)c2cc(C#Cc3ccccc3)cnc2O[C@@H]1CN(C)C(=O)c1ccccc1F` in the list: -12	/
`CC(C)NC(=O)N(C)C[C@H]1Oc2c(NC(=O)C3CCCCC3)cccc2C(=O)N([C@H](C)CO)C[C@@H]1C` in the list: 0	/
`C[C@H](CO)N1C[C@H](C)[C@H](CN(C)C(=O)Nc2ccc3c(c2)OCO3)Oc2c(NC(=O)C3CCOCC3)cccc2C1=O` in the list: 0	0.8
`COCC(=O)Nc1ccc2c(c1)C(=O)N(C)C[C@@H](OC)[C@@H](C)CN(C(=O)CC1CC1)[C@@H](C)CO2` in the list: 0	0.3

(continued)
SMILES	EZH2 inh	IDH1 R132H inh
O=c1cc(CSc2nnnn2-c2ccccc2)nc2nc[nH]n12	-14	0.0
C[C@H]1CN([C@@H](C)CO)S(=O)(=O)c2ccc(-c3ccncc3)cc2O[C@H]1CN(C)C(=O)C1CCCCC1	-8	8.0
Cc1noc(C)c1S(=O)(=O)Nc1ccc2c(c1)CC(=O)N([C@H](C)CO)C[C@@H](C)[C@H](CN(C)CC1CCCCC1)O2	6	-0.4
CO[C@H]1CN(C)C(=O)c2ccc(NS(=O)(=O)c3cn(C)cn3)cc2OC[C@@H](C)N(Cc2cccc(F)c2)C[C@@H]1C	-8	-0.1
CC(C)CC#Cc1ccc2c(c1)O[C@@H](CN(C)C(=O)C1CC1)[C@@H](C)CN([C@H](C)CO)S2(=O)=O	1	/
COc1cc(C(=O)Nc2ccc(OCC(=O)O)cc2)cc(OC)c1OC	-18	0.1
COc1ccc(C(=O)CCC(=O)Nc2cccnc2)c(OC)c1	/	0.4
COc1ccc(NC(=O)Nc2cccc3c2O[C@@H](CN(C)S(C)(=O)=O)[C@H](C)CN([C@H](C)CO)C3=O)cc1	/	-1.3
C[C@@H]1CN([C@H](C)CO)C(=O)c2cccc(NS(C)(=O)=O)c2O[C@@H]1CN(C)C(=O)Nc1ccc(C(F)(F)F)cc1	/	3.4
C[C@H]1CN([C@@H](C)CO)C(=O)c2cc(-c3cncnc3)cnc2O[C@H]1CN(C)Cc1ccccc1	/	-0.1
O=C(N[C@H]1CC[C@H](CCNS(=O)(=O)Cc2ccccc2)O[C@H]1CO)c1ccc2c(c1)OCO2	0	5.3

A portion of the library (hit frequency here may not be typical).
